Source: PubChem BioAssay
GLA spleen mod – qHTS Assay for Inhibitors and Activators of Human alpha-Galactosidase From Spleen Homogenate; Alpha-galactosidase A (Homo sapiens), P06280; human spleen homogenate, 4MU-alpha-Gal fluorescence, 40 min; Potency, µM (top dose mostly 80 µM), inactives show top-dose activity change, negative = inhibition, usual class: inhibitors; hit rate 0.008% among 240,000; AID 2107, 2009;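 further: 0% = enzyme with vehicle and -100% = no enzyme basal signal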
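Human spleen homogenate (1 ug) as enzyme source, 4-methylumbelliferyl-alpha-D-galactopyranoside 1 mM final, citrate/phosphate pH 5.0 with 0.01% Tween-20. Compounds 40 min at 37C, NaOH/glycine stop; fluorescence Ex 365/Em 440, Hill-fit AC50.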
NPSR antag – qHTS Assay for Antagonists of the Neuropeptide S Receptor: cAMP Signal Transduction | hit rate 1% among 220,000 | CHO-NPSR cells, cAMP TR-FRET, antagonist mode | AID 1461, 2008 | Potency, µM (titrated, usually from 38.3 µM), inactives show at the highest dose activity change, negative = inhibition, usual class: inhibitors | Q6W5P4; further: on the % scale 0 is the no-effect control and ±100 the full control effect; nearly all actives have a fitted effect of over 50% in size; many of its hits are not listed in these tables
Target sequence (Q6W5P4 whole entry, looked up): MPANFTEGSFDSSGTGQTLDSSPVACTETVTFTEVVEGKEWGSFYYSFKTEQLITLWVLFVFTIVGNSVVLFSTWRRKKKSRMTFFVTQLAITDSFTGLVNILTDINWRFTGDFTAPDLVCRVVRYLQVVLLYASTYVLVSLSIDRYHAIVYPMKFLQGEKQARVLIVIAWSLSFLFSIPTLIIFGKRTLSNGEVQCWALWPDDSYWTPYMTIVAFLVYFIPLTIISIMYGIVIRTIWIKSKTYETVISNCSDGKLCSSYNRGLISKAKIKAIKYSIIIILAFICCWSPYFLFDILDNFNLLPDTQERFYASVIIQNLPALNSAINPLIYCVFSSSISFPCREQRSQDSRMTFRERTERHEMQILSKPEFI
GAA inh – qHTS Assay for Inhibitors of Human alpha-Glucosidase as a Potential Chaperone Treatment of Pompe Disease; hit rate 0.005% among 200,000; Potency, µM (highest dose often 76.9 µM), for inactives: at the highest dose activity change, negative = inhibition, hits mostly inhibitors; purified human GAA, 4-MU-alpha-glucoside fluorescence;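 further: plate controls were uninhibited enzyme wells for no effect and no-enzyme background for full effect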
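Read-out is 4-methylumbelliferone fluorescence (Ex 365/Em 440 nm) after NaOH/glycine stop at pH 10. Enzyme 4 nM, substrate 400 uM, pH 5.0 citrate buffer, 20 min room temperature; AC50 from Hill-equation concentration-response.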
GAA glycogen – qHTS Assay for Inhibitors and Activators of Human alpha-Glucosidase Cleavage of Glycogen. hit rate 0.38% among 300,000. Potency, µM (series often up to 76.4 µM), inactives show at the highest dose activity change, negative = inhibition, hits mostly inhibitors. AID 2100, 2009. Lysosomal alpha-glucosidase (Homo sapiens), P10253. recombinant GAA, glycogen substrate, Amplex Red glucose oxidase fluorescence;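 further: 0% = full enzyme reaction and -100% = no-enzyme basal signal; the screen sought inhibitors and activators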
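Natural-substrate format: glycogen cleavage by 4 nM human enzyme, glucose read by Amplex Red coupling (Ex 573, Em 610 nm). Normalized to enzyme and no-enzyme controls.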
aGlu spleen mod – qHTS Assay for Inhibitors and Activators of Human alpha-Glucosidase From Spleen Homogenate; Potency, µM (highest dose often 79.9 µM), inactives show at the top dose activity change, negative = inhibition, usual class: inhibitors; hit rate 0.006% among 240,000; Lysosomal alpha-glucosidase (Homo sapiens), P10253; human spleen homogenate, 4-MU-alpha-glucoside fluorescence;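 further: 0% = enzyme with vehicle and -100% = no enzyme basal signal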
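AC50 values come from Hill-equation fits of concentration-response data, normalized to no-enzyme and full-activity controls. Enzyme source: 1 ug human spleen homogenate; 1 mM fluorogenic 4-MU glucoside, pH 5.0 citrate buffer, 37 C, 40 min.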
Epigenetic derep – Quantitative High-Throughput Screen for Regulators of Epigenetic Control; murine LDR cells, GFP reporter derepression, 30 h; Potency, µM (top dose mostly 53.9 µM), for inactives: at the top dose GFP activation, most hits filed as activators; hit rate 0.2% among 280,000; further: % of control where 0% means no effect; nearly all actives have a fitted effect of over 60% in size
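Murine LDR cells bearing a silenced CMV-driven GFP reporter were exposed to compound for 30 h at 37 C. After PBS washes, GFP-positive cells (20-120 um objects) counted by laser-scanning microplate cytometry.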
Tau fluor counter – Counterscreen qHTS for Inhibitors of Tau Fibril Formation, Fluorescence Polarization; tau K18 P301L Alexa594 fluorescence, heparin fibrillization; Potency, µM (series often up to 57.7 µM), inactives show at the highest dose activity change, negative = decrease; hit rate 0.93% among 280,000; AID 1463, 2008; further: on the % scale 0 is the no-effect control and ±100 the full control effect; nearly all actives have a fitted effect of over 55% in size
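Human tau K18 P301L (15 uM unlabeled, 0.24 uM Alexa 594-labeled) in 100 mM sodium acetate pH 7 with 20 uM heparin, 6 hr at 37 C. ThT 30 uM added, 1 hr ambient; Alexa 594 FP and total fluorescence read at 555/632 nm.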
ALDH1A1 block – qHTS Assay for Inhibitors of Aldehyde Dehydrogenase 1 (ALDH1A1) | hit rate 7.3% among 220,000 | Potency, µM (titrated, usually from 75.3 µM), inactives show at the top dose activity, negative = inhibition, hits mostly inhibitors | Aldehyde dehydrogenase 1A1 (Homo sapiens), P00352 | Purified ALDH1A1, NADH fluorescence, propionaldehyde substrate; active means well fitted inhibition curve with a large enough effect, not every such curve was filed as active; inconclusive means small, poorly fitted or top-dose-only effect, or another doubt; inactive means no such curve, though single readings can be large or run the other way;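 further: plate controls were no enzyme wells and a reference inhibitor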
Target sequence (P00352 whole entry, looked up): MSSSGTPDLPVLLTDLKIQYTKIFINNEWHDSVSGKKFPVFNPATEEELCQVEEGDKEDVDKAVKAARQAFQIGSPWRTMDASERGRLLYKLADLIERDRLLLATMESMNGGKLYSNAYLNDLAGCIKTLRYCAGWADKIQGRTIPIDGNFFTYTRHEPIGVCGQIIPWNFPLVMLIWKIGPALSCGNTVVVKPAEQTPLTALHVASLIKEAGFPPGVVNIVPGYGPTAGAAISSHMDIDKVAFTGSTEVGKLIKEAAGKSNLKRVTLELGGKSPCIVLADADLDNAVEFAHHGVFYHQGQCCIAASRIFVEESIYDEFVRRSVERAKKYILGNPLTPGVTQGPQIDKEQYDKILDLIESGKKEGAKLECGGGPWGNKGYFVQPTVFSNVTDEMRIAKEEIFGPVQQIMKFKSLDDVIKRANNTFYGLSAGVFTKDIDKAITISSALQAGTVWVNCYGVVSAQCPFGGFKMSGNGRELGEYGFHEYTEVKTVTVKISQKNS
Active calls of the source: *; ? = inconclusive; . = not tested or not shown; & = joins results of further samples; [ ] = remark or other dose. Unless noted, the call rests on the fitted dose curve; in most records, active means well fitted curve in the direction sought with a large enough effect; inconclusive means small, poorly fitted or top-dose-only effect, or another doubt; inactive means no such curve, though single readings can be large; an effect the other way counts as inactive or inconclusive. Potency means the concentration at half of the fitted maximal effect.

Every second line gives: GLA spleen mod, aGlu spleen mod, GAA glycogen, ALDH1A1 block, Tau fluor counter, Epigenetic derep, NPSR antag, GAA inh
- O=S(=O)(NCC1CCCO1)c1cccc(C(F)(F)F)c1 (stereo unspecified)
→ -5%, -6%, 3%, 1%, 4%, 0.0%, -3%[46.1 µM], 9%
- CCOC(=O)Cn1c(=N)n(CCOc2ccc(OC)cc2)c2ccccc21
→ 1%, -4%, 16%[76.3 µM], 9%, -10%&-16%, -1.6%&3.6%, 6%[46.1 µM], 3%
- CCC(=O)Nc1cc(-c2nn(C)c(=O)c3ccccc23)ccc1N1CCOCC1
→ -5%, -3%, -4%, ?, -5%, -5.5%, -11%[46.1 µM], -9%
- O=C(NC(=S)NNC(=O)[C@H]1C[C@@H]1c1ccccc1)c1cccc(F)c1
→ 1%, -17%, -22%, 22µM*, 2%, 2.5%, 6%, 3%
- CN(C)c1ccc(/C=N/N2C(=O)c3ccccc3C2=O)cc1
→ 12%, -3%, 1%, ., -6%, 1.1%, 11%, .
- Cc1cc(C)n(C(=O)c2cccc(S(=O)(=O)N3CCCC3)c2)n1
→ -3%, -1%, 8%, -14%, 1%, -0.2%, 16%[46.1 µM], 1%
- OCC(CO)(CO)N=Cc1c(O)ccc2ccccc12
→ 3%, 6%, -21%, ?, ?, -4.3%, 8%[46.1 µM], 0%
- CCOc1ccc(NC(=O)COC(=O)C23CC4CC(CC(C4)C2)C3)c([N+](=O)[O-])c1
→ 6%, -12%, -9%, -6%, -22%, 0.0%, -11%, -8%
- Cc1ccc(C)c(NC(=O)COC(=O)CCc2ccc(S(=O)(=O)N3CCOCC3)cc2)c1
→ 4%, 6%, -5%, -12%, -2%, 1.1%, 8%, -3%
- COc1ccc(-n2c(Cc3cccn3C)nnc2SCC(=O)Nc2cc(Cl)ccc2OC)cc1
→ 9%, 2%, -7%, ?, -17%, -1.0%, -48%, -7%
- CC(/C(O)=C(\C#N)c1nc2ccccc2n1C)N1C(=O)c2ccccc2C1=O (stereo unspecified)
→ 4%, 4%, 1%, 6%, -16%, -0.7%, 0%[46.1 µM], 4%
- COc1cccc(NC(=O)COC(=O)c2ccc(S(=O)(=O)NCc3ccco3)cc2)c1
→ -4%, -5%, 5%, 5%, -24%, -0.2%, -1%[46.1 µM], -4%
- COc1cc(/C=N/NC(=O)c2csc3c2CCCC3)cc(OC)c1O
→ -6%, 0%, -7%, -11%, -20%, 0.1%, -8%, -11%
- CN1CCN(c2ccccc2NC(=O)C(Cc2ccccc2)n2cccc2)CC1 (stereo unspecified)
→ -1%, -3%, 1%, 1%, -1%, -1.0%, 1%[46.1 µM], ?
- CN=C(N)NCCCC(N)C(=O)O (stereo unspecified)
→ -10%, -9%, ., 5%, -3%, -0.2%, -5%[46.1 µM], .
- Cc1ccc(C(=S)N2CCN(Cc3ccccc3)CC2)cc1
→ -4%, -2%, -3%, ?, -9%, -0.1%, -8%, -3%
- O=C(O)C=C1CCN(c2ncc(C(F)(F)F)cc2Cl)CC1
→ 5%, -11%, 0%, 12%, -3%, 1.8%, -6%[46.1 µM], -9%
- O=C(NC1CCCCCC1)c1ccccc1-c1ccccc1
→ -9%, -2%, 12%, -7%, 0%, 1.0%, -6%, -8%
- CC(OC(=O)c1nsc(Cl)c1Cl)C(=O)NCc1cccs1 (stereo unspecified)
→ 17%, 7%, -3%, 2%, 0%, 0.0%, -9%[46.1 µM], 12%
- C/C(=N\Nc1cccc([N+](=O)[O-])c1)c1cc2ccccc2o1
→ 0%, ., -29%, 3%, ?, -1.2%, -25%, -1%

A few values from above.
In NPSR antag, CCOC(=O)Cn1c(=N)n(CCOc2ccc(OC)cc2)c2ccccc21 shows 6%[46.1 µM]
In Tau fluor counter, CN=C(N)NCCCC(N)C(=O)O (stereo unspecified) shows -3%

The listing continues.
Every second line gives: GLA spleen mod, aGlu spleen mod, GAA glycogen, ALDH1A1 block, Tau fluor counter, Epigenetic derep, NPSR antag, GAA inh
- CCCCNC(=O)NCCN1CCOCC1
→ -19%, -4%, 8%, ., -7%, 1.1%, -21%, .
- Cc1onc(-c2c(Cl)cccc2Cl)c1C(=O)n1nnc2ccccc21
→ 2%, 3%, 7%, 7%, -5%, 7.7%, -10%[46.1 µM], -5%
- C=CCOC(=O)C1=C(C)NC(=S)C(C#N)(CC=C)C1c1ccccc1Cl (stereo unspecified)
→ -4%, -4%, -5%, ., ?, 1.1%, 4%[7.67 µM], .
- Oc1ccc(-c2n[nH]c(=S)n2-c2ccc3c(c2)OCCO3)cc1
→ 2%, 3%, -20%, 25µM*, -6%, 4.4%, 4%, -4%
- CCN(Cc1ccccc1)S(=O)(=O)c1cc(C(=O)NC(C)C2CC3CCC2C3)ccc1OC (stereo unspecified)
→ -2%, -1%, 9%, -11%, -5%, -1.3%, -28%, -9%
- COC(=O)c1cc(Nc2cc(C)c3ccc(O)cc3n2)cc(C(=O)OC)c1
→ 1%, 0%, -3%, ., -21%, 12%, -51%, .
- C=C(C)Cn1c(N2CC(C)CC(C)C2)nc2c1c(=O)[nH]c(=O)n2C (stereo unspecified)
→ -2%, 2%, 2%, ., 12%, -1.1%, -16%, .
- CSc1ccc([C@H]2CN3CCC[C@H]3c3ccccc32)cc1
→ -1%, 4%, ., -9%, ?, -1.4%, ., .
- CCC(=O)Nc1nnc(C)s1
→ 7%, -2%, 4%, -7%, 9%, -1.0%, 8%, -12%
- CC(C(=O)O)n1cnc2sc3c(c2c1=O)CCCC3 (stereo unspecified)
→ 6%, -3%, -3%, 5%, 4%, 0.9%, 2%, ?
- CCOCCn1c(CN2CCN(c3cccc(Cl)c3)CC2)nc2c1c(=O)n(C)c(=O)n2C
→ 1%, 1%, 4%, ?, -12%, 1.0%, -20%[46.1 µM], -7%[15.4 µM]
- N#C/C(=C\c1ccccc1O)C(=O)Nc1cccnc1
→ -14%, 0%, 4%, ., 10%, -3.6%, -5%, .
- COC(=O)/C(=C\Nc1ccc(Cl)c2ccccc12)c1ncc(C(F)(F)F)cc1Cl
→ -8%, -22%, 0%, -1%, -9%, 0.6%, 5%[46.1 µM], 5%
- CCN(C(=O)CN1CCN(C)CC1)c1cccc2ccccc12
→ 5%, 2%, 1%, ?, 10%, 3.6%, 5%[46.1 µM], -4%
- CCCN(CCC)C(=O)c1cc2c(=O)[nH]c3ccc(C)cc3c2s1
→ -1%, -8%, -18%, ?, -14%, 0.5%, -32%, 6%
- Cc1nc(NC(=O)c2cc3c(s2)CCCCC3)sc1C(=O)N(C)C
→ 7%, 0%, -4%, ?, -6%, 1.9%, -7%[46.1 µM], -3%
- Cc1ccccc1C1=NC(C(F)(F)F)(C(F)(F)F)c2c(n(C)c(=O)n(C)c2=O)N1
→ -3%, -4%, 3%, 3%, -6%, 1.0%, 27%, 10%
- COc1ccc(N2C(=O)CC(Sc3nnc(-c4ccccc4F)n3C)C2=O)cc1 (stereo unspecified)
→ 4%, -1%, 0%, 1.8µM*, -1%, 11%, -1%, 0%
- CCOC(=O)c1cc(-c2ccc(OC)cc2)nn1-c1ccccc1C(=O)O
→ 4%, -7%, 7%, ., -2%, 0.1%, -14%, .
- Cc1cccc(N2C(S)=C(C#N)C(=O)NC2c2ccco2)c1 (stereo unspecified)
→ -5%, -3%, 17%, -7%, -6%, 4.5%, 43%, 8%

Carrying on:
Every second line gives: GLA spleen mod, aGlu spleen mod, GAA glycogen, ALDH1A1 block, Tau fluor counter, Epigenetic derep, NPSR antag, GAA inh
- COc1ccc(OC)c(C2C3=C(CC(C)(C)CC3=O)Nc3nnnn32)c1 (stereo unspecified)
→ -4%, -1%, 19%, 10%, -1%, 3.4%, 2%[46.1 µM], 11%
- Clc1nc(Cl)nc(N(c2ccccc2)c2ccccc2)n1
→ -5%, -1%, 9%, ?, 8%, -1.8%, 9%, 3%
- O=C(CSc1nc2ccccc2o1)N1CCCC1
→ 8%, -2%, 5%, -2%, 3%, -4.9%, -10%[46.1 µM], -3%
- CCCCCCCCSc1n[nH]c(N)n1
→ 5%, 9%, 0%, -1%, ?, 0.0%, 15%, -1%
- O=C(c1cccc(C(F)(F)F)c1)N1CCCC1
→ 15%, 3%, 5%, 6%, 3%, 0.0%, 0%[46.1 µM], -14%
- CNNC(=S)NCCC1=CCCCC1
→ -2%, -6%, -21%, 2%, 2%, 1.1%, 3%, 2%
- O=C(Nc1cn(-c2ccccc2)nc1-c1ccc(F)cc1)c1ccccc1
→ 1%, 2%, 17%, 4%, -18%, 2.3%, -29%, 1%
- COc1ccc(/C=N/NC2=NCCCCC2)cc1
→ 5%, -1%, ?, ?, -2%, -5.6%, -5%[46.1 µM], -2%
- Cc1ccccc1Cn1nc(C)c(NC(=O)c2noc3c2CCCC3)c1C
→ -3%, -6%, -5%, ?, -3%, 1.8%, -12%[46.1 µM], 4%
- CCOC(=O)C(=NC(C)(C)C)NNc1cc(Cl)ccc1Cl
→ -21%, -6%, 11%, -9%, ?, -3.0%, -19%, -9%
- CCCCN1C(=O)c2ccc(C(=O)Nc3cccc(C)c3C)cc2C1=O
→ -1%, 5%, 2%, ?, -2%, -1.5%, -18%[46.1 µM], -2%
- Nc1nc(SCC(=O)NNc2c(Cl)cc(Cl)cc2Cl)n[nH]1
→ 0%, -14%, ?, 4%, -2%, -3.0%, 10%, -11%
- Cc1ccc(C(=O)NCC(=O)OCC(=O)Nc2cc(C)c(C)cc2[N+](=O)[O-])cc1
→ 0%, 6%, -2%, -9%, ?, 1.0%, 19%, ?
- CCN1CCN(C(=O)CSc2cc(=O)n(CC)c3ccccc23)CC1
→ -7%, -13%, 8%, 6%, -5%, 0.0%, -11%[46.1 µM], 3%

Only part of the results is shown; the hit share may differ from the screen's.
